m-calpain inh: inhibitors of pig calpain II, primary screen, biochemical, fluorogenic peptide substrate, 1536-well; purified calpain II, 30 min; inhibition, % at 16 µM; actives 0.37% (n = 220,000); AID 1236, 2008;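 active = inhibition above about 50%, limit read from the data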
L929 necroptosis: inhibitors of zVAD-triggered necroptosis, primary screen, L929 cells; actives 0.38% (n = 220,000); viability rescue, % at 10 µM; AID 1377, 2008; L929 zVAD necroptosis rescue, ATP luminescence, 24 h; with zVAD 60 µM;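 active = activation, scaled between plate controls, above about 75%, limit read from the data; inactive = activation under that limit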;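 note: 0% = zVAD with DMSO and 100% = DMSO alone without zVAD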
EP2 mod: EP2 receptor modulators, cAMP readout, primary screen, cell-based, HTRF cAMP, PGE2 stimulation | actives 0.83% (n = 260,000) | EP2-expressing cells, cAMP HTRF FRET, PGE2 co-stimulation | induction, % at 25 µM | Prostaglandin E2 receptor EP2 subtype (Homo sapiens), P43116;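 active = compounds whose cAMP rise, as percent of the full-agonist control response, exceeds 60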;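 note: rat C6 glioma line stably carrying human EP2 under a CMV promoter; the protocol text gives 20 µM as final concentration; 100% = response of wells given 1 µM PGE2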
Target sequence (P43116 whole entry, looked up): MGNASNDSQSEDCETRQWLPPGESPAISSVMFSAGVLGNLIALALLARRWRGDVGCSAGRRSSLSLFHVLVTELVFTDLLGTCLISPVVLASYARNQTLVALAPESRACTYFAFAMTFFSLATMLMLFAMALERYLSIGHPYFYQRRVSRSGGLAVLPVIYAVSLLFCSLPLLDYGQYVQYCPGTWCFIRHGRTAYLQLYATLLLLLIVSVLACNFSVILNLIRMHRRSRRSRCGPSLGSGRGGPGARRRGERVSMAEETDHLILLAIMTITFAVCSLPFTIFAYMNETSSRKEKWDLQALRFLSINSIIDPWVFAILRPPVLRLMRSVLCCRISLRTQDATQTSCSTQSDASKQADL
EP2 antag: human EP2 receptor antagonists, primary screen, TR-FRET cAMP, C6 glioma cells; C6 glioma cells expressing human EP2; cells stimulated with saturating PGE2; inhibition, % at 25 µM; actives 0.52% (n = 260,000); AID 1422, 2008;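 active = percent inhibition above 40 after rounding to a whole number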;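 note: rat C6 glioma host cells with rolipram phosphodiesterase inhibitor present; the protocol text gives 20 µM as final concentration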
TbHK1 inh: Trypanosoma brucei hexokinase 1 inhibitors, primary screen, biochemical, G6PDH-coupled NADH absorbance, MLSCN library. hexokinase 1 [Trypanosoma brucei]. recombinant TbHK1, G6PDH-coupled NADH A340. inhibition, % at 10 µM. actives 0.11% (n = 220,000). AID 1430, 2008;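 active = inhibition of 50% or more in the single-dose primary screen; inactive = inhibition below 50%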
Rad51 HR inh: human RAD51 strand exchange inhibitors, primary screen, biochemical, fluorescence; DNA repair protein RAD51 homolog 1 (Homo sapiens), Q06609; hRad51 DNA strand exchange, fluorescence dequenching; inhibition, % at 10 µM; actives 0.085% (n = 200,000); AID 1385, 2008;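 active = inhibition above 40% at the single screening dose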;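 note: 0% = DMSO control wells and 100% = blanks with heterologous ssDNA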
Target sequence (Q06609 whole entry, looked up): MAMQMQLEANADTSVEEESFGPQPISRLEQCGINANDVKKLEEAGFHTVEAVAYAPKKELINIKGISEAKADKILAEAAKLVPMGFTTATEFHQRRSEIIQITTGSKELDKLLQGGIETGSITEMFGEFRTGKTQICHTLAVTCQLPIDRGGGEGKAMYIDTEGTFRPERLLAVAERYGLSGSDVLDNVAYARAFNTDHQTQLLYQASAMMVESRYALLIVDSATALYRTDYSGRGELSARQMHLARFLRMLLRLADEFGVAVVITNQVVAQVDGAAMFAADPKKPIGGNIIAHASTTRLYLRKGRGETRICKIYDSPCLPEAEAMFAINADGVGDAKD
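System: hRad51 filaments on single-stranded DNA; reagent: Fluorescein- and BHQ1-tagged 47-mer duplex; compound dosing: one concentration, 10 µM final; timing: filaments 15 min 37 °C, then compound 30 min; measured by: fluorescein emission 520 nm, excitation 485 nm; benchmarks: per-plate controls and blanks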
Hck-Nef inh: inhibitors of Nef-activated human Hck kinase, primary screen, biochemical, Z-Lyte FRET, 384-well, Hck-YEEI; inhibition, % at 20 µM; Recombinant Hck-YEEI plus Nef, Z-Lyte FRET kinase assay; AID 463187, 2010; actives 0.68% (n = 220,000); Tyrosine-protein kinase HCK (Homo sapiens), P08631;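 active = Hck-Nef kinase inhibition above about 50%, limit read from the data; inactive = inhibition below that limit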;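 note: 0% = DMSO with Hck plus Nef and 100% = Hck alone without Nef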
14-3-3 Bad inh: inhibitors of 14-3-3 zeta/Bad binding, primary screen, biochemical, TR-FRET, bovine 14-3-3 zeta | 14-3-3 protein zeta/delta (Bos taurus), P63103 | TR-FRET 14-3-3zeta/Dy647-pBad peptide displacement, 1 h | inhibition, % at 21.7 µM | actives 0.71% (n = 220,000);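 active = inhibition above about 70%, limit read from the data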;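 note: 0% = full 14-3-3 plus peptide FRET controls and 100% = background without 14-3-3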
Target sequence (P63103 whole entry, looked up): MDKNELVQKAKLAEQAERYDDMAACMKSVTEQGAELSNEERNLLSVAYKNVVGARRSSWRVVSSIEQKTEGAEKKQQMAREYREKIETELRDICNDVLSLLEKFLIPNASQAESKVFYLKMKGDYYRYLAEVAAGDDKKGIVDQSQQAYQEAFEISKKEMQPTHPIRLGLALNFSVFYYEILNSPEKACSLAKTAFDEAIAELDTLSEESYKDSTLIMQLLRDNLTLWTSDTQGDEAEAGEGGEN
eIF4E-4G inh: eIF4E–eIF4G protein interaction inhibitors, primary screen, biochemical, uHTS, TR-FRET, eIF4GI fragment; Eukaryotic translation initiation factor 4E (Mus musculus) + Eukaryotic translation …; TR-FRET eIF4E-eIF4GI(517-606) binding, 2 h; inhibition, % at 21.7 µM; actives 0.37% (n = 220,000);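 active = inhibition above about 30%, limit read from the data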;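 note: 0% = full FRET control wells and 100% = background wells lacking eIF4GI fragment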
An asterisk follows results filed as active; & = joins results of further samples; [ ] = remark or other dose.

Preview (3 entries):
How did Cc1cccc2nc(CSc3nc4[nH]ncc4c(=O)n3-c3cccc(Cl)c3)cc(=O)n12 do in these assays?
m-calpain inh: -44; EP2 mod: -15; EP2 antag: 8; TbHK1 inh: -5; Hck-Nef inh: 0; 14-3-3 Bad inh: -1; eIF4E-4G inh: 2[fluorescence artefact?]

How did COC(=O)c1ccc(/C=C/C(=O)c2ccc(OC)c(OC)c2)cc1 do in these assays?
m-calpain inh: 12; L929 necroptosis: -0.1; EP2 mod: 6; EP2 antag: 13; TbHK1 inh: -19; Rad51 HR inh: 3; Hck-Nef inh: 2; 14-3-3 Bad inh: 0; eIF4E-4G inh: 15

How did COc1ccc(CCNC(=O)c2nonc2N)cc1OC do in these assays?
m-calpain inh: -35; L929 necroptosis: 11; EP2 mod: 7; EP2 antag: 6; TbHK1 inh: 0; Rad51 HR inh: -2; Hck-Nef inh: -2; 14-3-3 Bad inh: 1; eIF4E-4G inh: 5[fluorescence artefact?]

Main list, from the start:
How did Cc1cccc2nc(CSc3nc4[nH]ncc4c(=O)n3-c3cccc(Cl)c3)cc(=O)n12 do in these assays?
m-calpain inh: -44; EP2 mod: -15; EP2 antag: 8; TbHK1 inh: -5; Hck-Nef inh: 0; 14-3-3 Bad inh: -1; eIF4E-4G inh: 2[fluorescence artefact?]

How did COC(=O)c1ccc(/C=C/C(=O)c2ccc(OC)c(OC)c2)cc1 do in these assays?
m-calpain inh: 12; L929 necroptosis: -0.1; EP2 mod: 6; EP2 antag: 13; TbHK1 inh: -19; Rad51 HR inh: 3; Hck-Nef inh: 2; 14-3-3 Bad inh: 0; eIF4E-4G inh: 15

How did COc1ccc(CCNC(=O)c2nonc2N)cc1OC do in these assays?
m-calpain inh: -35; L929 necroptosis: 11; EP2 mod: 7; EP2 antag: 6; TbHK1 inh: 0; Rad51 HR inh: -2; Hck-Nef inh: -2; 14-3-3 Bad inh: 1; eIF4E-4G inh: 5[fluorescence artefact?]

What do the screens show for `N#Cc1cccc(NC(=O)CSc2nnc(-c3n[nH]c4ccccc34)o2)c1`?
m-calpain inh: -17; L929 necroptosis: 6.7; EP2 mod: -65; EP2 antag: 7; TbHK1 inh: -4; Rad51 HR inh: 24; Hck-Nef inh: -81; 14-3-3 Bad inh: 7; eIF4E-4G inh: 2

Results for CN(C)S(=O)(=O)Oc1ccsc1C(=O)Nc1ccc(Cl)c(Cl)c1 ?
m-calpain inh: 30; L929 necroptosis: 0.1; EP2 mod: -7; EP2 antag: 12; TbHK1 inh: -6; Rad51 HR inh: 3; Hck-Nef inh: 1; 14-3-3 Bad inh: 24; eIF4E-4G inh: 0

What do the screens show for `O=C(Oc1ccc2c(c1)OCO2)c1ccc(F)cc1Cl`?
m-calpain inh: 33; L929 necroptosis: -0.2; EP2 mod: -13; EP2 antag: 10; TbHK1 inh: 5; Rad51 HR inh: -7; Hck-Nef inh: -1; 14-3-3 Bad inh: -4; eIF4E-4G inh: -11

How did CCn1cnc2scc(-c3ccc(C)c(C)c3)c2c1=O do in these assays?
m-calpain inh: -16; L929 necroptosis: 61; EP2 mod: 11; EP2 antag: 5; TbHK1 inh: -2; Rad51 HR inh: -7; Hck-Nef inh: 22; 14-3-3 Bad inh: -6; eIF4E-4G inh: 0

Results for CC(C)C(C)(C#N)NC(=O)CSc1nc2scc(-c3ccco3)c2c(=O)n1-c1ccccc1 (stereo not given) ?
m-calpain inh: -233; L929 necroptosis: 0.9; EP2 mod: 0; EP2 antag: 16; TbHK1 inh: -10; Rad51 HR inh: -5; Hck-Nef inh: 3; 14-3-3 Bad inh: 1; eIF4E-4G inh: 4

What do the screens show for `COc1ccc(C(C)=O)cc1CSc1nnc(Nc2c(C)cccc2C)s1`?
m-calpain inh: 0; L929 necroptosis: -0.3; EP2 mod: -35; EP2 antag: 7; TbHK1 inh: 9; Rad51 HR inh: 4; Hck-Nef inh: 1; 14-3-3 Bad inh: -14; eIF4E-4G inh: 10

Results for CCc1nnc(NC(=O)C2CCC(CNc3c(N4CCC(C)CC4)c(=O)c3=O)CC2)s1 (stereo not given) ?
m-calpain inh: 7; L929 necroptosis: 1.8; EP2 mod: 14; EP2 antag: 10; TbHK1 inh: -6; Rad51 HR inh: 14; Hck-Nef inh: 15; 14-3-3 Bad inh: 5; eIF4E-4G inh: 0

Results for COCC(C)n1c(C)cc(C(=O)COC(=O)CNC(=O)c2ccccc2)c1C (stereo not given) ?
m-calpain inh: -17; L929 necroptosis: 0.0; EP2 mod: 6; EP2 antag: 9; TbHK1 inh: 14; Rad51 HR inh: 0; Hck-Nef inh: 1; 14-3-3 Bad inh: -24; eIF4E-4G inh: 0

What do the screens show for `CCCCOc1ccccc1NC(=O)c1ccco1`?
m-calpain inh: -13; L929 necroptosis: -0.3; EP2 mod: 59; EP2 antag: 12; TbHK1 inh: -5; Rad51 HR inh: 1; Hck-Nef inh: 1; 14-3-3 Bad inh: -2; eIF4E-4G inh: -4

What do the screens show for `CCN(CC)S(=O)(=O)c1cccc(C(=O)N/N=C/c2ccc([N+](=O)[O-])o2)c1`?
m-calpain inh: -22; L929 necroptosis: -0.2; EP2 mod: -39; EP2 antag: 5; TbHK1 inh: -8; Rad51 HR inh: 5; Hck-Nef inh: -22; 14-3-3 Bad inh: -9; eIF4E-4G inh: 1

Results for Cc1cc(-c2nnc(-c3cccc(Cl)c3)o2)no1 ?
m-calpain inh: -17; L929 necroptosis: 0.0; EP2 mod: 18; EP2 antag: 8; TbHK1 inh: -3; Rad51 HR inh: 8; Hck-Nef inh: 3; 14-3-3 Bad inh: -4; eIF4E-4G inh: 1

How did C=CCNC(=O)CSc1nnc(-c2ccccn2)n1Cc1ccccc1 do in these assays?
m-calpain inh: -15; L929 necroptosis: 1.4; EP2 mod: -25; EP2 antag: 9; TbHK1 inh: 0; Rad51 HR inh: -16; Hck-Nef inh: 16; 14-3-3 Bad inh: -6; eIF4E-4G inh: 1

What do the screens show for `CCN(CC)C(=O)N1CCn2c(nc3ccccc32)C1`?
m-calpain inh: -11; L929 necroptosis: -1.2; EP2 mod: -10; EP2 antag: 15; TbHK1 inh: 2; Rad51 HR inh: -5; Hck-Nef inh: 12; 14-3-3 Bad inh: 0; eIF4E-4G inh: -2

How did CCCNC(=O)NCCc1ccncc1 do in these assays?
m-calpain inh: -4; L929 necroptosis: -1.5; EP2 mod: 20&12; EP2 antag: 4&10; TbHK1 inh: -9; Rad51 HR inh: -7; Hck-Nef inh: 0; 14-3-3 Bad inh: -5; eIF4E-4G inh: -9

How did CCc1cccc2c(C(=O)CSc3nnc(-c4ccoc4C)n3C)c[nH]c12 do in these assays?
m-calpain inh: -20; L929 necroptosis: 1.1; EP2 mod: -16; EP2 antag: 9; TbHK1 inh: -15; Hck-Nef inh: 2; 14-3-3 Bad inh: 5; eIF4E-4G inh: 4

How did O=C1c2oc3ccccc3c(=O)c2C(c2cccc(F)c2)N1CCCO (stereo not given) do in these assays?
m-calpain inh: -25; L929 necroptosis: -0.1; EP2 mod: 12; EP2 antag: 9; TbHK1 inh: 3; Rad51 HR inh: -5; Hck-Nef inh: 0; 14-3-3 Bad inh: 8; eIF4E-4G inh: 0

How did COc1cccc(C2CC(c3cccs3)=NN2S(C)(=O)=O)c1 (stereo not given) do in these assays?
m-calpain inh: -4; L929 necroptosis: 0.7; EP2 mod: -10; EP2 antag: 5; TbHK1 inh: -2; Rad51 HR inh: -4; Hck-Nef inh: 2; 14-3-3 Bad inh: -4; eIF4E-4G inh: -1

What do the screens show for `O=C(NC(=S)NCCO)c1sc2ccccc2c1Cl`?
m-calpain inh: 34; L929 necroptosis: 0.9; EP2 mod: -32; EP2 antag: 9; TbHK1 inh: 1; Rad51 HR inh: 36; Hck-Nef inh: 0; 14-3-3 Bad inh: -5; eIF4E-4G inh: -2

What do the screens show for `CCC(Sc1ncccc1C(=O)OC(C)C)C(=O)N1CCOCC1` (stereo not given)?
m-calpain inh: 11; L929 necroptosis: -0.3; EP2 mod: 26; EP2 antag: 10; TbHK1 inh: 2; Hck-Nef inh: 0; 14-3-3 Bad inh: -1; eIF4E-4G inh: 4

How did CN(C)c1ccnc2sc3c(SCc4ccc(Cl)cc4)ncnc3c12 do in these assays?
m-calpain inh: -28; L929 necroptosis: 0.4; EP2 mod: 56; EP2 antag: 8; TbHK1 inh: -15; Rad51 HR inh: 2; Hck-Nef inh: 6; 14-3-3 Bad inh: -14; eIF4E-4G inh: 21[fluorescence artefact?]

What do the screens show for `O=C(CSc1nccn1-c1ccccc1)NO`?
m-calpain inh: -41; L929 necroptosis: 0.5; EP2 mod: 26; EP2 antag: 6; TbHK1 inh: -1; Rad51 HR inh: -4; Hck-Nef inh: 18; 14-3-3 Bad inh: -9; eIF4E-4G inh: -3

Results for Cc1cccc(NC(=O)CCN2C(=O)C3C4C=CC(C4)C3C2=O)c1 (stereo not given) ?
m-calpain inh: -8; L929 necroptosis: -0.3; EP2 mod: 20; EP2 antag: 4; TbHK1 inh: 5; Hck-Nef inh: -14; 14-3-3 Bad inh: 9; eIF4E-4G inh: -4

Results for Cc1ccc(CNC(=O)CSc2nc(C)cs2)cc1 ?
m-calpain inh: -34; L929 necroptosis: 0.5; EP2 mod: 28; EP2 antag: 11; TbHK1 inh: -5; Rad51 HR inh: 7; Hck-Nef inh: -3; 14-3-3 Bad inh: -22; eIF4E-4G inh: -2

How did COc1ccc(C(=O)NNC(=O)c2snnc2C)cc1 do in these assays?
m-calpain inh: 32; L929 necroptosis: -0.1; EP2 mod: 6; EP2 antag: 13; TbHK1 inh: -28; Rad51 HR inh: 14; Hck-Nef inh: -1; 14-3-3 Bad inh: -4; eIF4E-4G inh: 11

How did Cc1onc(-c2ccc(Cl)cc2Cl)c1-c1csc(N/N=C/c2ccccc2Cl)n1 do in these assays?
m-calpain inh: -27; L929 necroptosis: -0.6; EP2 mod: -30; EP2 antag: 8; TbHK1 inh: -47; Rad51 HR inh: -18; Hck-Nef inh: 0; 14-3-3 Bad inh: -1; eIF4E-4G inh: -3

What do the screens show for `O=C(Nc1nnc(-c2cccs2)o1)C1CC1`?
m-calpain inh: -25; L929 necroptosis: -0.6; EP2 mod: -3; EP2 antag: 6; TbHK1 inh: -17; Hck-Nef inh: 7; 14-3-3 Bad inh: -3; eIF4E-4G inh: 0

How did O=C(Nc1nnc(SCc2ccc(F)cc2)s1)C1CC(=O)N(c2ccc3c(c2)OCCO3)C1 (stereo not given) do in these assays?
m-calpain inh: -58; L929 necroptosis: 1.7; EP2 mod: -35; EP2 antag: 0; TbHK1 inh: -24; Hck-Nef inh: 2; 14-3-3 Bad inh: -6[fluorescence artefact?]; eIF4E-4G inh: 2

Assay outcomes as filed in PubChem.

A portion of the library; the hit share may differ from the screen's.
